Screens deposited in PubChem BioAssay by Sanford-Burnham Center for Chemical Genomics.
PMI inhibition = human PMI inhibitors, high substrate, primary screen, biochemical, fluorescence intensity, high mannose 6-phosphate (AID 1220) | hit rate 0.66% among 190,000 | recombinant PMI enzyme, coupled fluorescence intensity; higher % means a stronger effect | inhibition, % at 20 µM, or IC50 in µM where a hit was titrated
TNAP activators = human TNAP enzyme activators, primary screen, biochemical, luminescent, no phosphate acceptor, uHTS (AID 1001); Alkaline phosphatase, tissue-nonspecific isozyme (Homo sapiens); purified TNAP, luminescent activation assay, no phosphate acceptor; higher activation fold means a stronger effect; activation fold at 20 µM; hits with a dose series show EC50 in µM; hit rate 0.03% among 200,000; in the data active = activation fold from about 3, or a potency from the dose series; inactive = the rest, 99 in 100 with activation fold below about 1.6; also: many of its hits are not listed in these tables
NOD1 NF-kB reporter = NOD1 signaling inhibitors, primary screen, cell-based, luminescence, uHTS (AID 1578); NOD1-driven NF-kB luciferase reporter cells, luminescence; higher % means a stronger effect; one-dose inhibition, % at 4 µM; EC50 in µM for titrated hits; hit rate 1% among 290,000; in the data active = inhibition mostly above about 36%, no sharp cut-off; inactive = mostly below about 34%;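 also: HEK-293T reporter cells stimulated with the NOD1 agonist gamma-tri-DAP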
KOR beta-arrestin-1 = KOR antagonists, beta-arrestin recruitment, cell-based, luminescence, uHTS (AID 1778); KOR beta-arrestin recruitment, luminescence, antagonist mode; higher % means a stronger effect; inhibition, % at 10 µM; hits with a dose series show IC50 in µM; hit rate 0.091% among 290,000; also: strong numbers were not always called active
NOD2 inhibition = NOD2 signaling inhibitors, cell-based, luminescence, uHTS, HEK293 (AID 1566) | HEK293 NOD2/NF-kB luciferase reporter, luminescence; higher % means a stronger effect | one-dose inhibition, % at 4 µM; EC50 in µM for titrated hits | hit rate 0.63% among 290,000; also: many of its hits are not listed in these tables
XIAP displacement = XIAP antagonists, biochemical, IAP family, fluorescence polarization (AID 1018) | E3 ubiquitin-protein ligase XIAP (Homo sapiens) | displacement, % at 20 µM; hits with a dose series show IC50 in µM | hit rate 0.007% among 200,000 | XIAP BIR domain, fluorescence polarization peptide displacement; higher % means a stronger effect; in the data active = displacement above about 50%; also: a part of the inactive calls stands beside numbers as strong as those of hits
PMI inhibitors = inhibitors of human PMI, primary screen, biochemical, fluorescence intensity, coupled assay (AID 1209). Mannose-6-phosphate isomerase (Homo sapiens). purified PMI enzyme, coupled fluorescence intensity; higher % means a stronger effect. one-dose inhibition, % at 20 µM; IC50 in µM for titrated hits. hit rate 0.42% among 190,000;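 also: plate controls were DMSO vehicle for no effect and wells lacking substrate for full effect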
KOR beta-arrestin-2 = KOR agonists, beta-arrestin recruitment, primary screen, cell-based, luminescence, uHTS (AID 1777); KOR beta-arrestin recruitment, luminescence; higher % means a stronger effect; activation, % at 10 µM, or EC50 in µM where a hit was titrated; hit rate 0.02% among 280,000; in the data active = activation above about 50%, passing the limit was not always enough; also: a part of the inactive calls stands beside numbers as strong as those of hits
LYP phosphatase = inhibitors of LYP phosphatase, biochemical, fluorescence intensity, uHTS (AID 1779); recombinant LYP phosphatase, fluorescence intensity; higher % means a stronger effect; inhibition, % at 11.5 µM; hits with a dose series show IC50 in µM; hit rate 0.054% among 290,000;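 also: plate controls were vehicle with enzyme for no effect and no enzyme for full effect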
* marks the source's active call; other numbers are inactive results; · = not tested or not shown; [ ] = remark or other dose. Rule as the data show it, unless noted: active = inhibition above about 50%; inactive = the rest. Some of the compounds tested; the hit share may differ from the screen's.

SMILES	PMI inhibition	TNAP activators	NOD1 NF-kB reporter	KOR beta-arrestin-1	NOD2 inhibition	XIAP displacement	PMI inhibitors	KOR beta-arrestin-2	LYP phosphatase
CC(NCC(O)c1ccc([N+](=O)[O-])cc1)C12CC3CC(CC(C3)C1)C2 (configuration not stated)	·	·	16%	19%	-76%	·	·	28%	-23%
CCOC(=O)c1ccc(-n2c(N)c(C(=O)NCc3ccco3)sc2=S)cc1	14%	1.1	8%	-38%	5%	-21%	28%	9.3%	6%
O=c1/c(=C\c2ccc(O)cc2)sc2n1C(c1ccccc1)C(c1ccccc1)=NN=2 (configuration not stated)	3%	0.7	40%	39%	2%	-5.4%	12%	-1.2%	-5%
C=CCNc1sc(C(=O)C2CC2)c(N)c1C#N	6%	1.1	-11%	14%	-6%	-3.3%	8%	-1.5%	1%
C=CCNc1nc(C(=O)OCC(=O)c2ccccc2)cs1	·	·	-11%	-20%	11%	·	·	6.5%	-2%
NNC(=O)Cn1cnc2ccccc21	9%	1	-43%	·	8%	-4.2%	-15%	·	-3%
Cc1ccc2nc(N3CCN(C(=O)CCC(=O)O)CC3)nc(-c3ccccc3)c2c1	·	·	-1%	25%	20%	·	·	-8.0%	-7%
CC1CCc2c(sc3ncnc(N4CCOCC4)c23)C1 (configuration not stated)	16%	1.1	-29%	18%	26%	-2.1%	20%	-2.0%	-2%
COc1ccc(NC(=O)c2cc(S(=O)(=O)N3CCOCC3)cn2C)cc1Cl	·	·	-10%	2%[20 µM]	19%	·	·	-3.2%	-5%
CNc1nnc(CSc2nc3ccccc3s2)s1	-15%	1.1	-35%	10%	-31%	-3.2%	-9%	-0.1%	-5%
O=C(c1ccco1)N1CCN(C(=O)c2ccc(CS(=O)c3ccc(Cl)cc3)o2)CC1 (configuration not stated)	·	·	-15%	6%	10%	·	·	1.4%	2%
O=C(Nc1cccc(C(F)(F)F)c1)c1cccnc1	4%	1.1	-23%	29%	-9%	-3.7%	0%	-4.3%	-2%
COc1ccc(O)c(C2NC(CC(C)C)(C(=O)O)C3C(=O)N(Cc4ccccc4)C(=O)C23)c1 (configuration not stated)	22%	1.1	-20%	1%	3%	6.8%	20%	-1.0%	0%
CCN(CC)S(=O)(=O)c1ccc(C(=O)Nc2nnc(-c3ccco3)o2)cc1	-24%	0.9	4%	-1%	24%	-5.0%	-27%	-4.2%	1%
O=C(Cn1nnc(-c2cccs2)n1)NCc1ccccc1	34%	1	8%	-21%	-29%	-8.2%	2%	3.5%	-1%

Brought forward from above: 5 entries, followed by the next part.
SMILES	PMI inhibition	TNAP activators	NOD1 NF-kB reporter	KOR beta-arrestin-1	NOD2 inhibition	XIAP displacement	PMI inhibitors	KOR beta-arrestin-2	LYP phosphatase
O=C(c1ccco1)N1CCN(C(=O)c2ccc(CS(=O)c3ccc(Cl)cc3)o2)CC1 (configuration not stated)	·	·	-15%	6%	10%	·	·	1.4%	2%
O=C(Nc1cccc(C(F)(F)F)c1)c1cccnc1	4%	1.1	-23%	29%	-9%	-3.7%	0%	-4.3%	-2%
COc1ccc(O)c(C2NC(CC(C)C)(C(=O)O)C3C(=O)N(Cc4ccccc4)C(=O)C23)c1 (configuration not stated)	22%	1.1	-20%	1%	3%	6.8%	20%	-1.0%	0%
CCN(CC)S(=O)(=O)c1ccc(C(=O)Nc2nnc(-c3ccco3)o2)cc1	-24%	0.9	4%	-1%	24%	-5.0%	-27%	-4.2%	1%
O=C(Cn1nnc(-c2cccs2)n1)NCc1ccccc1	34%	1	8%	-21%	-29%	-8.2%	2%	3.5%	-1%
O=C(N/N=C/c1ccc(N2CCCC2)c([N+](=O)[O-])c1)c1cccnc1	4%	1	-32%	2%	-12%	-5.9%	2%	-4.1%	5%
Cc1cccc(Cc2cnc(NC(=O)c3ccc(C)o3)s2)c1	5%	1.1	-35%	-10%	-139%	-8.6%	15%	0.6%	-10%
CC(NC(=O)c1ccc2c(c1)OCCO2)c1ccc(S(N)(=O)=O)cc1 (configuration not stated)	-7%	1.1	-26%	-15%	18%	-3.8%	-11%	-0.5%	-2%
COCCn1c(C)cc(C(=O)COC(=O)CCc2ccc(S(=O)(=O)N3CCOCC3)cc2)c1C	-10%	1.1	-6%	-18%	3%	0.8%	-5%	-1.0%	-9%
COc1ccc(-n2nc(C(=O)Nc3nc4ccc(OC)cc4s3)c3ccccc3c2=O)c(OC)c1	6%	1.2	-25%	-2%	20%	-8.5%	11%	0.8%	1%
O=C(CCc1ccccc1)Nc1cccc(-c2nnc(-c3ccco3)o2)c1	8%	1.1	-18%	21%	3%	-0.5%	5%	-5.9%	-6%
CC1(CCc2ccc3c(c2)OCO3)NC(=O)c2ccccc2N1 (configuration not stated)	-6%	1.1	-9%	-10%	7%	-2.0%	-8%	-4.3%	-11%
O=C(Nc1ccc(S(=O)(=O)Nc2nccs2)cc1)c1cccc(F)c1	·	·	-32%	-5%	-8%	·	·	3.3%	-2%
NC(=O)c1ccc[n+](CC(=O)c2cccc([N+](=O)[O-])c2)c1	·	·	-5%	-6%	6%	·	·	-5.2%	-10%
CN(CCOC(=O)c1ccccc1)Cc1ccccc1	-18%	1.2	-23%	8%	9%	-3.5%	-14%	5.3%	-12%
CC(C)C(CC(=O)NCc1ccco1)c1ccco1 (configuration not stated)	-10%	1.1	-3%	26%	4%	-3.2%	-2%	-0.7%	1%
COc1cc2c(cc1OC)CN(C(=O)Cn1ccccc1=O)CC2	·	·	-18%	-70%[20 µM]	12%	·	·	-1.7%	-8%
CCOc1ccc(CC(=O)NCC2(N3CCCCC3)CCCCC2)cc1	0%	1.1	-27%	-22%	-9%	-0.7%	-8%	-5.1%	-3%
COc1ccccc1NC(=O)CSc1nnc(C2CCCCC2)o1	7%	1.1	-23%	-15%	-5%	-8.4%	3%	1.5%	-3%
CCOC(=O)C1CCCN(CC(O)COCc2ccc3c(c2)OCO3)C1 (configuration not stated)	28%	1	-41%	-14%	-10%	-3.5%	3%	-4.8%	-1%
COc1ccc(C2Nc3ccccc3C(=O)N2Cc2ccco2)cc1COc1ccc(F)cc1 (configuration not stated)	6%	1.1	-11%	16%	-69%	1.8%	8%	-2.6%	1%
O=C(CN1C(=O)NC2(CCCC2)C1=O)Nc1cc(Cl)ccc1N1CCCC1	·	·	-9%	11%	-1%	·	·	2.0%	-4%
CCOCc1nnc(NC(=O)c2ccc(NC(C)=O)cc2)s1	10%	1	-38%	-8%[20 µM]	22%	-4.3%	1%	0.6%	4%
C[C@H](NC(=O)C(c1ccccc1)c1ccccc1)c1ccccc1	·	·	-10%	-34%	-30%	·	·	6.3%	-8%
N#CCSc1ncnc2ccccc12	-8%	1	13%	-24%	18%	-3.5%	-13%	4.0%	-3%
CCOc1cc(NCCN2CCOCC2)c([N+](=O)[O-])cc1OCC	·	·	-10%	-9%	17%	·	·	-4.7%	-7%
O=C(NC1=NCCS1)[C@H](Cc1ccccc1)N1C(=O)c2ccccc2C1=O	2%	1.1	5%	-27%	7%	-0.7%	6%	4.5%	-4%
O=C(CSc1n[nH]c(-c2ccccc2)n1)Nc1ncc(Br)cc1Br	12%	0.5	-4%	-4%	6%	-6.5%	9%	-0.3%	-1%
CCn1ccnc1CN(C)C(=O)C1CCC(=O)N(CCc2cccc(F)c2)C1 (configuration not stated)	·	·	-14%	-40%	-2%	·	·	2.1%	-13%
O=C(O)CC1=C(O)C(=O)N(c2ccccc2)C1c1ccc(Br)cc1 (configuration not stated)	13%	1	2%	3%	4%	-5.8%	9%	4.2%	-4%
CN(C)S(=O)(=O)c1cc(NC(=O)c2ccc(-n3ccnc3)c([N+](=O)[O-])c2)ccc1Cl	·	·	18%	-4%	47%	·	·	-6.5%	2%
CC1=C(C(=O)NCc2ccc3c(c2)OCO3)C2(CCC(C)CC2)OC1=O (configuration not stated)	18%	1.1	-15%	32%	-8%	-3.5%	19%	0.0%	-2%
COc1cc(/C=C/C(=O)c2ccccc2O)cc(OC)c1OC	-6%	1.1	-13%	22%	7%	-0.2%	-2%	-4.0%	-1%
Cc1nc(SCC(=O)c2ccc(F)cc2)c([N+](=O)[O-])[nH]1	-6%	1	-9%	2%	24%	-1.9%	-5%	-2.8%	-11%
Cn1ccnc1Sc1cc(Cl)ccc1[N+](=O)[O-]	24%	0.9	-15%	9%	23%	-4.6%	14%	-2.2%	-7%
COn1c(=O)c(-c2ccccc2)[n+]([O-])c2ccccc21	·	·	0%	30%	-6%	·	·	0.8%	-6%
CCOC(=O)C1=C(CCl)NC(=O)NC1c1ccc2c(c1)OCO2 (configuration not stated)	·	·	72%*	-22%[20 µM]	11%	·	·	0.2%	-5%
O=C(O)CCC(=O)Nc1ccc(Oc2ncnc3cc(Cl)ccc23)nc1	·	·	3%	17%	6%	·	·	-0.5%	-2%
O=C(NC1CC1)C1=COCCO1	0%	1.1	-12%	-67%	-7%	-1.7%	2%	1.5%	-5%
C/C(=N\NC(=O)c1ccc(F)cc1)c1ccc(N2CCOCC2)cc1	-5%	1.1	-24%	-26%	6%	-8.4%	-4%	-1.4%	4%
CCCCC(CC)C(=O)Nc1ccccc1C(=O)NC(C)C (configuration not stated)	2%	1.1	-12%	2%	16%	-4.1%	7%	-3.7%	4%
COc1ccc(NC(=O)CCS(=O)(=O)c2cc3c(cc2Cl)NC(=O)CO3)cc1OC	·	·	-7%	-14%	-22%	·	·	4.6%	3%
O=C(c1ccc(NC(=O)C2(c3ccccc3)CCCC2)cc1)N1CCOCC1	·	·	4%	4%	4%	·	·	2.7%	-8%
CC(C)c1nnc(NC(=O)CCC(=O)Nc2ccc(Cl)cc2)s1	·	·	-1%	-27%	-2%	·	·	0.6%	-10%
O=C(/C=C/c1c(F)cccc1Cl)Nc1ncccn1	-3%	1.2	-57%	·	-44%	-0.6%	-6%	8.6%	0%
CC(Oc1ccc(Cl)cc1)C(=O)NNC(=S)NC(=O)c1ccco1 (configuration not stated)	-13%	1.1	-3%	-4%	20%	-0.6%	6%	-2.6%	-4%

Some of the entries so far, as a markdown table.
| Structure | PMI inhibition | TNAP activators | NOD1 NF-kB reporter | KOR beta-arrestin-1 | NOD2 inhibition | XIAP displacement | PMI inhibitors | KOR beta-arrestin-2 | LYP phosphatase |
| --- | --- | --- | --- | --- | --- | --- | --- | --- | --- |
| O=C(c1ccc(NC(=O)C2(c3ccccc3)CCCC2)cc1)N1CCOCC1 | · | · | 4% | 4% | 4% | · | · | 2.7% | -8% |
| O=C(/C=C/c1c(F)cccc1Cl)Nc1ncccn1 | -3% | 1.2 | -57% | · | -44% | -0.6% | -6% | 8.6% | 0% |
| CCCCC(CC)C(=O)Nc1ccccc1C(=O)NC(C)C (configuration not stated) | 2% | 1.1 | -12% | 2% | 16% | -4.1% | 7% | -3.7% | 4% |
